Screening data deposited in PubChem by several laboratories.
OPRM1-OPRD1 ag – OPRM1-OPRD1 heterodimerization agonism; P35372+P41143; 340,000 tested, 0.3% active; cells, luminescence; activation, % at 9.3 µM; in the data active = activation above about 18%;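 also: 0% = vehicle-treated cells and 100% = reference agonist; values of inactives mirror those of a sister screen read the other way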
PKA-R1A act – activators of PKA-R1A complex. P00514+P68181. 340,000 tested, 0.083% active. activation, % at 11.4 µM. PKA-R1A dissociation, Cy5-IP20 fluorescence polarization; scaled: DMSO 0%, 113 µM cGMP 100%. AID 504707;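 active = percent activation above the mean of all tested compounds plus 3 SD, cut at about 19% in these data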;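 also: higher means more PKAc released from R1A so a rise in polarization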
phage Ecoli inh – E. coli growth loss with phage present. AID 651602. growth absorbance. inhibition, % at 11.9 µM. 360,000 tested, 0.26% active; in the data active = inhibition above about 11%
DSG3 Ab inh – inhibitors of pemphigus antibody binding to human desmoglein-3. P32926. DSG3-coupled beads, scFv-anti-DSG3-GFP binding, flow cytometry; active compounds read low. binding (percent of control), % at 10 µM. 310,000 tested, 0.48% active;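 active = binding more than 3 SD below its plate's average and above zero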;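 also: hits lower antibody fragment binding to DSG3; some compounds called inactive have numbers as strong as hits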
E coli growth – bacterial growth inhibition, counter-screen for AddAB inhibitors; E. coli V3065 growth, OD600 absorbance, 18 h; 330,000 tested, 0.27% active; AID 449728; inhibition, % at 11.9 µM;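 active = inhibition above the campaign's mean inhibition across all tested compounds plus 3 SD, cut at about 9.9% in these data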;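 also: uninfected addAB+ strain grown without phage in ampicillin broth; 0% = DMSO wells and 100% = ciprofloxacin 0.95 µg/ml wells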
HTR5A ag – counter-screen for OPRM1-OPRD1 agonists: human HTR5A agonism. activation, % at 9.3 µM. HTR5A agonist assay, luminescence, cell-based. AID 504692. 340,000 tested, 0.61% active. P47898; in the data active = activation mostly above about 9.5%, no sharp cut-off; inactive = mostly below about 7.6%;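 also: 0% = cells with vehicle only and 100% = reference agonist; strong numbers were not always called active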
Target sequence (P47898 whole entry, looked up): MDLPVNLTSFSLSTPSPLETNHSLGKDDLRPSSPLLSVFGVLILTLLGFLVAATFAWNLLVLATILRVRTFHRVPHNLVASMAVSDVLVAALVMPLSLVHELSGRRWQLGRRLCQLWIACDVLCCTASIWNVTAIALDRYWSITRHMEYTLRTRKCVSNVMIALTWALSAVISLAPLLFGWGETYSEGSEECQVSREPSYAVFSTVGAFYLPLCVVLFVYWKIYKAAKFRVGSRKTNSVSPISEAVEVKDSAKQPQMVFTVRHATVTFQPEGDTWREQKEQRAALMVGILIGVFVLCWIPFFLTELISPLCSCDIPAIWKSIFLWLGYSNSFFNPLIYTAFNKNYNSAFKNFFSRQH
AddAB inh – less growth of phage-infected E. coli with AddAB | E. coli expressing H. pylori AddAB, absorbance growth | inhibition, % at 11.9 µM | 330,000 tested, 0.29% active | AID 435030; in the data active = inhibition above about 12%;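 also: 0% = vehicle wells of infected cells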
HTR5A inv ctr – counter-screen for OPRM1-OPRD1 inverse agonists: human HTR5A inverse agonism | P47898 | HTR5A cell line, luminescence | inhibition, % at 9.3 µM | 340,000 tested, 0.083% active; in the data active = inhibition mostly above about 23%, no sharp cut-off; inactive = mostly below about 18%;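 also: 0% = cells with DMSO and 100% = no-cell wells with DMSO; some compounds called inactive have numbers as strong as hits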
MOR-DOR inv ag – inverse agonists of human mu-delta opioid receptor heterodimerization; P35372+P41143; cell-based MOR-DOR heterodimer luminescence, inverse agonism; inhibition, % at 9.3 µM; 340,000 tested, 0.21% active; in the data active = inhibition above about 22%, passing the limit was not always enough;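 also: 0% = cells with DMSO and 100% = wells without cells with DMSO; values of inactives mirror those of a sister screen read the other way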
PfHsp90 yeast 2 – reduces growth (ATP signal) of yeast expressing P. falciparum Hsp90. S. cerevisiae expressing PfHsp90, BacTiter-Glo ATP, 48 h; yeast lacking PDR1 and PDR3 efflux regulators. inhibition, % at 9.4 µM. 310,000 tested, 0.32% active. AID 504621;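 active = every replicate shows inhibition above about 80%, whatever the replicate mean, limit read from the data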;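 also: 0% = DMSO neutral controls and 100% = 20 µM radicicol positive controls; yeast relying on Plasmodium falciparum Hsp90 in place of its own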
Mot1-301 SUMO – SUMOylation pathway inhibition by Mot1-301 growth rescue; 320,000 tested, 1% active; S. cerevisiae Mot1-301 growth rescue, ATP luminescence, 38.5C; percent above DMSO median, 100 means doubled; growth rescue, % at 18.8 µM;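 active = every valid replicate shows activation above 250% relative to neutral control wells; inactive = the rest, any valid replicate at or below 250%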;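 also: OY570 slx delta 5 strain wells were the positive control but not used for scaling; some compounds called inactive have numbers as strong as hits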
* hit, by the source's call; / = not tested or not shown.

SMILES	OPRM1-OPRD1 ag	PKA-R1A act	phage Ecoli inh	DSG3 Ab inh	E coli growth	HTR5A ag	AddAB inh	HTR5A inv ctr	MOR-DOR inv ag	PfHsp90 yeast 2	Mot1-301 SUMO
COc1ccc(S(=O)(=O)n2cnc3cc(C)c(C)cc32)cc1	-1.7	-5	-2.9	96	-1.8	-2	-1.6	-35	10	-14	16
NC(=O)C1CCN(c2nc(-c3ccccc3N)cs2)CC1	-2.3	9	1.9	101	-0.8	2	0.9	17	13	/	61
COc1ccc(C2/C=C\CN(C(=O)OCc3ccccc3)CC(=O)N2Cc2ccc(F)cc2)cc1 (centres undefined)	3.0	-2	3.3	104	-2.5	3	1.6	-7	-16	/	2
COc1ccc(-c2c(NC(C)=O)n(C)c3ccccc3c2=O)cc1	-0.3	2	3.4	98	-1.0	-3	-0.7	8	1	/	3
Cc1ccc(S(=O)(=O)N2CCN(Cc3cc(=O)n4ccccc4n3)CC2)c(C)c1	-2.3	0	-3.0	96	0.3	3	-0.8	-7	9	16	8
COc1cc2[nH]c(=S)n(Cc3cccs3)c(=O)c2cc1OC	-2.7	-9	0.3	102	1.0	4	7.0	-9	13	16	996
COCCCNC(=S)N/N=C/c1ccc(N(C)C)cc1Cl	-1.0	-8	3.4	/	1.7	-1	-0.8	2	5	2	-4
CN1C(=O)/C(=C/c2cn(CC(=O)N3CCCCC3)c3ccccc23)NC1=S	-4.3	1	2.3	/	/	-7	/	18	17	-6	7
CCOc1ccccc1C(=O)Nc1ccc(S(=O)(=O)N2CCOCC2)cc1	0.2	1	2.3	92	1.2	-2	-1.5	8	-1	9	/
COc1ccc(NC2=CC(=S)NC(C)(C)C2)cc1	-3.2	1	-2.8	134	-1.0	0	2.1	-1	14	-1	7
CCOc1ccc(C(=O)Nc2cccc(-c3ccc(N4CCOCC4)nn3)c2)cc1OCC	-2.5	-7	1.5	102	0.3	2	2.5	-6	16	/	5
CCOC(=O)c1c(NC(=O)CN2CCN(C(=O)c3ccco3)CC2)sc(C)c1C	-2.2	-5	1.7	119	0.1	0	-2.8	-36	12	1	11

Next section, overlapping the part above by three compounds.
SMILES	OPRM1-OPRD1 ag	PKA-R1A act	phage Ecoli inh	DSG3 Ab inh	E coli growth	HTR5A ag	AddAB inh	HTR5A inv ctr	MOR-DOR inv ag	PfHsp90 yeast 2	Mot1-301 SUMO
COc1ccc(NC2=CC(=S)NC(C)(C)C2)cc1	-3.2	1	-2.8	134	-1.0	0	2.1	-1	14	-1	7
CCOc1ccc(C(=O)Nc2cccc(-c3ccc(N4CCOCC4)nn3)c2)cc1OCC	-2.5	-7	1.5	102	0.3	2	2.5	-6	16	/	5
CCOC(=O)c1c(NC(=O)CN2CCN(C(=O)c3ccco3)CC2)sc(C)c1C	-2.2	-5	1.7	119	0.1	0	-2.8	-36	12	1	11
COc1cccc(-c2nc(NCc3ccccc3)c3ccccc3n2)c1O	3.4	-3	1.4	98	-3.0	8	-1.5	-30	-16	-33	7
CCn1c(=O)cc(O)c2ccccc21	-3.1	10	3.0	104	-1.2	6	0.8	-3	13	-4	-20
COc1c2c(c(OC)c3c1c(=O)c1ccccc1n3C)OCO2	-5.7	-5	-1.2	85	/	3	/	-13	25	-14	/
CCOc1ccc(S(=O)(=O)N2CCC(C(=O)NCc3ccco3)CC2)cc1	0.0	-12	-0.4	101	0.1	-3	4.2	8	0	-30	1
C#Cc1cccc(-n2nnc(C(=O)OC)c2-c2ccccc2)c1	-0.8	0	-0.2	/	3.1	-1	2.1	3	4	-6	52
COc1ccc(C(=O)NCC(=O)N2CCc3ccccc3C2)cc1	-1.7	0	5.6	103	0.8	2	0.2	5	9	21	0
C/C(=N\N1CCN(C2c3ccccc3-c3ccccc32)CC1)c1ccncc1	1.9	11	3.8	107	-0.6	-2	1.4	5	-8	14	51
Cc1cc(C)nc(NS(=O)(=O)c2ccc(NC(=O)c3cc(-c4ccccc4)nc4ccccc34)cc2)n1	-1.2	1	4.0	99	-0.1	-4	0.3	12	7	-29	4
Cn1cc(/C=C2\SC(=O)N(c3ccccc3)C2=O)c2ccccc21	-0.2	2	1.7	114	0.2	1	5.0	-3	1	7	-5
Cc1ccccc1N(C(=O)c1snc(C(N)=O)c1N)C(C(=O)NCC1CCCO1)c1ccc(N(C)C)cc1 (centres undefined)	-0.3	2	2.3	91	2.3	-2	0.5	6	2	0	-2
CC1(C)CC(NC(=O)COc2ccccc2Cl)CC(C)(C)N1	-2.2	-3	5.8	102	-1.6	0	-0.8	0	11	6	14
CC(C)N(Cc1ccccc1)C(=O)CN1C(=O)NC2(CCCCCC2)C1=O	-5.8	-1	2.1	103	0.0	1	-1.6	9	22	/	-19
CC(NCC(O)COCc1ccc(Cl)cc1)c1ccccc1 (centres undefined)	1.9	-3	5.6	87	-0.2	10	-2.2	16	-10	-18	-25
CCN1CCN(C(=O)c2ccc3c(c2)N(Cc2ccccc2)C(=O)c2ccccc2S3=O)CC1 (centres undefined)	0.1	1	3.3	103	0.7	1	-3.0	-2	0	-4	119
CC(Oc1cccc(Cl)c1)C(=O)Nc1cc(=O)n(C)c(=O)n1C (centres undefined)	1.7	18	4.2	94	-2.1	-3	-1.9	10	-9	10	-9
Nc1nnc(-c2ccc(Cl)c([N+](=O)[O-])c2)s1	1.1	9	1.5	106	-1.4	1	2.7	1	-6	-20	-12
CCOc1ccc(C(=S)NC2CCCCC2)cc1	0.3	-16	2.9	/	1.8	2	2.2	11	-2	-2	4
Cc1cc2nc3ccc(N(C)C)cc3nc2cc1N	8.8	3	0.4	/	-0.8	-1	1.6	-7	-43	10	12
COC(=O)CC(=O)O[C@H]1C=C[C@@H](NC(=O)OC(C)(C)C)C1	-2.0	0	3.1	101	/	-2	/	7	10	22	/
CCc1ccc2oc(C(=O)N3CCN(c4ccccc4OC)CC3)cc(=O)c2c1	-3.6	3	2.1	108	0.8	0	0.5	1	17	6	10
COc1cc(/C=N/NC(=O)c2ccc(CSc3nc4ccccc4[nH]3)cc2)cc(OC)c1OC	0.7	-11	0.7	103	-1.0	4	2.5	-15	-4	-5	-4
S=C(NCC1COc2ccccc2O1)Nc1ccccc1 (centres undefined)	1.4	-5	-1.4	130	-2.0	2	2.6	-18	-7	/	15
Cc1ccc(S(=O)(=O)N2CC(C(=O)O)=CC[C@H]2c2ccc(Cl)cc2)cc1	-2.5	11	-1.1	107	-0.8	2	1.9	13	14	-5	-9
CCOc1cccc(C2NC(=S)NC(C)=C2C(=O)Nc2ccccc2)c1 (centres undefined)	-2.4	-20	0.5	101	1.2	1	0.6	-16	11	10	-6
Cc1ccc(S(=O)(=O)NN=C2C3CC4CC(C3)CC2C4)cc1	-4.2	2	0.4	101	1.5	15*	2.6	0	20	4	16
COc1cc(/C=C\C(=O)NCc2ccc3[nH]c(C)cc3c2)cc(OC)c1OC	-2.3	-1	5.9	101	-2.3	-7	-0.8	22	14	-5	43
CCCCCCc1c(O)nc(SCCN(C)C)[nH]c1=O	-0.6	-2	1.6	99	-1.1	-2	3.5	6	3	0	-7
O=C(CSc1nnc(-c2ccccc2)c(-c2ccccc2)n1)NCC1CCCO1 (centres undefined)	-3.5	-4	2.2	96	0.7	2	-1.6	-10	15	-2	-6
CC(=O)c1cccc(NC(=O)/C(=C\c2ccco2)NC(=O)c2cccs2)c1	2.5	-1	3.1	/	-0.2	-1	1.1	2	-15	4	-9
NS(=O)(=O)c1ccc(NC(=O)CSc2ccc3ccccc3n2)cc1	-1.3	-5	4.2	101	0.7	5	4.0	-15	7	11	-12
Cc1ccc(CSc2ccc(S(=O)(=O)N3CCCCC3)cn2)cc1	1.1	-4	1.9	101	/	3	/	11	-7	/	/
CC(C)(C)OC(=O)N1CCC(CC2CC(c3cccc(Br)c3)=NO2)(C(=O)NCC2CCCCC2)CC1 (centres undefined)	-2.2	0	5.5	104	1.9	-18	-0.3	-4	12	/	-8
O=C(O)CCn1c(SCc2cccc3ccccc23)nc2ccccc21	-2.1	-3	-1.9	96	-0.4	11	3.9	-30	9	-10	5
COc1ccc(/C=N/NC(=O)c2cnccn2)cc1O	-2.5	-8	2.1	97	1.4	-2	0.8	6	15	-7	8
CN(C(=O)CSc1nnc(-c2ccncc2)n1C)C1CCS(=O)(=O)C1 (centres undefined)	-3.3	-4	1.0	90	-2.3	-2	1.0	5	14	-23	61
COc1ccc(N=C2SC(CC(=O)Nc3ccccc3)C(=O)N2Cc2ccccn2)cc1 (centres undefined)	-2.5	-8	4.7	100	1.9	-1	2.1	0	13	19	-16
CCOC(=O)c1ccc(NC(=O)N2CCN(C(=O)c3ccco3)CC2)cc1	-2.6	-10	3.9	96	0.9	-7	1.3	-42	12	22	-14
COc1ccccc1C#Cc1ccc2c(=O)c3ccccc3n(C)c2c1	-2.5	-9	3.4	94	2.1	-1	4.1	-4	13	/	-1
COc1ccc(CNC(=O)C2(C)Cc3ccccc3C(=O)O2)cc1 (centres undefined)	-0.1	-2	2.3	101	2.0	0	1.0	9	1	-3	7
CCOC(=O)c1c(C)n(-c2ccccc2)c2ccc(OCCN(C)C)cc12	-1.8	-3	1.5	118	0.6	-2	-0.9	7	8	19	307
CCC(=O)NC(=S)Nc1ccc(N2CCOCC2)cc1	-1.1	-3	2.5	105	-2.4	-13	0.2	-18	5	14	-5
CCOc1ccc(NC(=O)c2ccc(NC(=O)c3ccc(CN4CCOCC4)cc3)cc2)cc1	0.9	0	0.8	102	2.5	-1	-1.8	34	-4	-6	-10
c1ccc(CCN2CN=C(Nc3nc4ccccc4o3)NC2)cc1	-0.1	-18	2.6	102	-1.7	-2	0.1	-43	1	-15	-10
COc1ccc(CC(=O)Nc2ccncc2Cl)cc1	-2.0	9	1.6	/	0.1	0	5.9	-11	11	-10	32
CCCCCCCCCCCCCCCCCCNc1ccn(C2OC(COP(=O)(O)OCC3OC(n4cc(F)c(=O)[nH]c4=O)CC3O)C(O)C2O)c(=O)n1 (centres undefined)	-3.8	4	0.7	/	/	2	/	-9	19	-96	/
N#C/C(N=Nc1ccccc1O)=N\Nc1ccccc1O	7.6	-14	30*	124	22*	-2	23*	6	-42	20	156
COc1ccc(NC(=O)CSc2nnc(NC(=O)C3CCC3)s2)cc1	-0.5	-15	4.7	/	2.4	5	6.0	-13	3	-4	3
COC(=O)c1c(NC(=O)c2c(Cl)cnn2C)sc(C)c1C	0.6	-8	3.4	118	-1.2	-2	2.0	-7	-4	2	-2
OCCN(Cc1nc(-c2ccc3c(c2)OCO3)no1)Cc1cccs1	-3.3	-5	-1.4	91	1.8	0	0.3	18	17	-16	1
Fc1ccccc1-c1cc2cc3c(cc2cn1)OCO3	1.7	3	-0.6	102	1.5	8	1.8	-8	-10	30	579*
O=C(CS(=O)(=O)c1cn(CC(=O)N2CCOCC2)c2ccccc12)NCc1ccccc1	-1.9	10	-0.6	/	1.7	7	1.5	-8	10	-19	-11
